eLon inh – E. coli protease La inhibition; purified E. coli Lon protease, fluorescence polarization; inhibition, % at 7.94 µM; actives 0.42% (n = 360,000); in the data active = inhibition above about 13%, passing the limit was not always enough;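 note: 0% = enzyme with probe and DMSO and 100% = no enzyme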
Target sequence (P0A9M0 whole entry, looked up): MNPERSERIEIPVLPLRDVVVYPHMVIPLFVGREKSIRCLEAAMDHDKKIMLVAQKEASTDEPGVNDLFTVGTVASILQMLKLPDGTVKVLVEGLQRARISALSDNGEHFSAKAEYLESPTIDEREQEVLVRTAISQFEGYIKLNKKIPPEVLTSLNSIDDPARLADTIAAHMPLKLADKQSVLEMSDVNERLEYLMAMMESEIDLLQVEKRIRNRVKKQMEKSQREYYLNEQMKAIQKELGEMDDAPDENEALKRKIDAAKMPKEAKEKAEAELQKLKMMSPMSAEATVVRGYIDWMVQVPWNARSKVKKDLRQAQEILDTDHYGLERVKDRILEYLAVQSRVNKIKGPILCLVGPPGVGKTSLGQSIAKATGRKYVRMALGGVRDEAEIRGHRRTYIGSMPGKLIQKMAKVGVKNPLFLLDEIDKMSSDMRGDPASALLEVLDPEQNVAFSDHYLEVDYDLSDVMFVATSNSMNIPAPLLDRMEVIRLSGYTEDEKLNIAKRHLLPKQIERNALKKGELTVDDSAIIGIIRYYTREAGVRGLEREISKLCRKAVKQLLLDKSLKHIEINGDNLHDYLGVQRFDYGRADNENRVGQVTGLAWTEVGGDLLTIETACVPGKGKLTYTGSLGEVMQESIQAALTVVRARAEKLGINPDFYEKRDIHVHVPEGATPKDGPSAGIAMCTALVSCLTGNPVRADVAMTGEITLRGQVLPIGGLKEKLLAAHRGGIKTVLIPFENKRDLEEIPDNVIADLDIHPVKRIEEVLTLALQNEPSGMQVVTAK
SKN-1 inh – blocks SKN-1 activity in C. elegans; AID 624304; actives 0.49% (n = 360,000); C. elegans VP596 Pgst-4::GFP/RFP ratio, acrylamide-induced, 24 h; inhibition, % at 21.8 µM;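 active = interference check ratio from 0.5 to 1.5 plus GFP to RFP signal ratio inhibition reaching or exceeding a fixed threshold, cut at about 30% in these data, passing the limit was not always enough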; note: some compounds called inactive have numbers as strong as hits
FAS-TE inh – blocks the thioesterase domain of human fatty acid synthase; P49327; recombinant FAS-TE, OMFH fluorogenic substrate, fluorescence endpoint; inhibition, % at 15 µM; actives 0.67% (n = 360,000); AID 602261;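 active = compounds whose normalised, plate-corrected inhibition of enzyme fluorescence in the single-dose primary screen is 50% or more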;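 note: 0% = DMSO with enzyme and 100% = substrate without enzyme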
MT1-MMP act inh – blocks activation of human MT1-MMP. P50281. GFP/RFP ratio change, % at 20 µM. HT1080 RFP-PRO-GFP cells, GFP/RFP ratio fluorescence, overnight; percent of plate control window, DMSO zero. actives 0.061% (n = 360,000);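 active = GFP/RFP ratio change of at least 30% with cell ATP level not reduced by more than half and red fluorescence within 50% of control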; note: strong numbers were not always called active
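Compound: 20 µM single dose, 1% DMSO / System: HT1080 RFP-PRO-GFP cells / Controls: DMSO and RFP-L50D-GFP cell wells / Read-out basis: GFP/RFP fluorescence ratio / Schedule: overnight compound exposure at 37 °C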
Tb MetRS inh – Trypanosoma brucei MetRS inhibition | purified T. brucei MetRS, ATP depletion, Kinase-Glo luminescence | inhibition, % at 11.9 µM | actives 0.4% (n = 360,000) | AID 624268;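 active = inhibition above a per-plate cutoff of the control wells' mean inhibition plus 3 SD, cut at about 5.5% in these data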;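 note: 0% = DMSO wells median and 100% = median of wells with control inhibitor compound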
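Test system: purified T. brucei MetRS enzyme. Also added: ATP, methionine and E. coli bulk tRNA substrates. Compound: 11.9 µM single point. Schedule: 15 min enzyme-compound preincubation, 2 h reaction, 10 min detection, 25 °C. Signal: luciferase luminescence of residual ATP, Kinase-Glo. Evaluation: percent inhibition versus plate control medians. Controls: DMSO wells, low control.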
MsrA inhibitor – inhibits bovine methionine sulfoxide reductase A | purified bovine MsrA, absorbance read-out | inhibition, % at 15.5 µM | actives 0.75% (n = 360,000) | AID 651718; in the data active = inhibition above about 4.5%;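 note: 0% = vehicle wells with enzyme and 100% = reference inhibitor wells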
NRP1-CendR mod – alters CendR peptide binding to human NRP-1. O14786. FAM-RPARPAR peptide binding to NRP-1, fluorescence polarization. inhibition, % at 25 µM. actives 0.85% (n = 360,000). AID 602438;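 active = inhibition or corrected inhibition above about 18%, plus a signal ratio from 0.5 to 1.5, limit read from the data, passing the limit was not always enough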; note: strong numbers were not always called active
MsrA act – activators of bovine methionine sulfoxide reductase A; purified bovine MsrA, absorbance read-out; activation, % at 10.6 µM; actives 0.3% (n = 360,000); in the data active = activation above about 7.5%;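 note: 0% = vehicle and 100% = reference activator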
PABP1 MLLE inh – inhibitors of microRNA-mediated deadenylation, human PABP1 MLLE binding. P11940. GST-MLLE / FITC-PAM2 fluorescence polarization. inhibition, % at 20 µM. actives 0.36% (n = 360,000). AID 588489; in the data active = inhibition above about 35%, passing the limit was not always enough;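 note: plate controls were DMSO wells with GST-MLLE for no effect and wells lacking GST-MLLE protein for full effect; some results filed as inactive read as strong as hits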
Active calls of the source: *.

item	SMILES	eLon inh	SKN-1 inh	FAS-TE inh	MT1-MMP act inh	Tb MetRS inh
1	CCCCCCOC(=O)C(C#N)c1nc2ccccc2nc1N1CCOCC1 (stereo not given)	-11.8	-3.7	28.1	-11.1	-0.5
2	COc1cc(Nc2cccc[n+]2C)cc(OC)c1OC	-5.0	5.4	-4.9	-5.2	-0.6
3	Cc1ccccc1CN1CCN(CC(=O)NCCCN2CCN(c3ccc(F)cc3)CC2)C1=O	5.0	7.0	-6.7	6.1	-1.0
4	Cc1ccc(NS(=O)(=O)c2cc(C(=O)NCc3ccccn3)ccc2Cl)cc1	1.9	3.7	5.4	-0.3	-0.1
5	Cc1cc(NC(=O)c2ccc3c(c2)C(=O)N(C2CCCCC2)C3=O)no1	2.2	7.7	-10.1	-0.3	-0.4
6	Cc1nc(N2CCN(C(=O)c3ccco3)CC2)c(C#N)c2c1CCCC2	4.7	3.8	-18.7	-1.8	0.5
7	O=C(C(=Cc1ccc(F)cc1)C(=O)c1ccccc1)c1ccccc1	-3.5	6.4	7.2	-1.9	-1.2
8	COc1cc(-c2noc(C)c2C(=O)NCc2ccc3c(c2)OCO3)cc(OC)c1OC	-9.1	1.6	-2.1	6.7	-0.2
9	COc1cccc(-c2noc(CCC(=O)Nc3cccnc3)n2)c1	4.6	3.0	-7.5	4.7	-0.7
10	O=C(Nc1c(-c2ccccc2)nc2ccccn12)c1ccco1	-3.5	-10.5	-11.1	3.5	0.4
11	O=C(NCc1ccccc1)N1CCC(Cc2ccccc2)CC1	-5.7	0.4	-0.2	4.3	0.9
12	COc1ccc(NCc2nnc(SCC(=O)NCc3ccccc3)n2-c2ccccc2OC)cc1	-7.1	4.0	-4.2	12.5	-0.3
13	CCOC(=O)CCCSc1nc2sc3c(c2c(=O)[nH]1)CCC3	-4.9	-12.9	-1.9	-0.2	-1.0
14	Cc1nc2ccc(NC(=O)COc3cccc(F)c3)cc2s1	1.1	2.8	-0.2	-0.5	-0.2
15	COc1ccccc1C(=O)NCCn1cc(SCC(=O)Nc2cc(C)on2)c2ccccc21	2.7	5.8	7.3	5.2	-1.1

item	MsrA inhibitor	NRP1-CendR mod	MsrA act	PABP1 MLLE inh
1	1.6	-9.4	-1.0	-14.9
2	1.8	-5.5	-3.7	-104.8
3	1.9	4.6	-5.9	4.2
4	-0.6	6.9	2.5	1.5
5	-1.2	11.9	0.7	1.5
6	0.2	8.1	-3.5	14.8
7	0.6	-10.0	-10.8	-17.0
8	0.6	5.1	0.0	1.7
9	-0.7	1.2	-2.1	-4.5
10	1.7	11.9	-4.6	4.3
11	1.2	-0.7	-2.1	6.7
12	-0.5	29.1*	4.4	-12.0
13	0.6	2.7	-3.5	2.7
14	0.4	2.0	-1.6	-6.8
15	1.9	-0.7	-5.1	13.6

Some entries already given, showing only NRP1-CendR mod and eLon inh.
no.	SMILES	NRP1-CendR mod	eLon inh
2	COc1cc(Nc2cccc[n+]2C)cc(OC)c1OC	-5.5	-5.0
1	CCCCCCOC(=O)C(C#N)c1nc2ccccc2nc1N1CCOCC1 (stereo not given)	-9.4	-11.8
10	O=C(Nc1c(-c2ccccc2)nc2ccccn12)c1ccco1	11.9	-3.5
14	Cc1nc2ccc(NC(=O)COc3cccc(F)c3)cc2s1	2.0	1.1

(more compounds)
item	SMILES	eLon inh	SKN-1 inh	FAS-TE inh	MT1-MMP act inh	Tb MetRS inh
16	CCCOc1ccc(C(=O)N(Cc2cccs2)C2CCS(=O)(=O)C2)cc1 (stereo not given)	-5.9	-5.9	-0.9	-2.3	-0.6
17	Clc1ccc(COc2ccccc2-c2ccnc3ncnn23)cc1	-5.9	-2.1	3.0	0.2	-0.6
18	CCOC(=O)N1CCN(C(=O)c2ccc(Cn3c(=S)[nH]c4cc5c(cc4c3=O)OCO5)cc2)CC1	-7.6	13.5	6.0	4.3	0.3
19	COC(=O)C1=C(COc2ccccc2)NC(=O)NC1c1ccc(Br)cc1 (stereo not given)	-1.5	3.3	5.2	6.7	0.0
20	Cc1ccc(Nc2nc(NCc3cccs3)nc3ccsc23)c(C)c1	0.5	13.1	13.4	-11.1	-0.1
21	O=S(=O)(Nc1nc2ccccc2nc1N1CCN(c2ccccc2F)CC1)c1ccc(Cl)cc1	-10.3	9.2	27.5	1.0	-0.8
22	S=c1[nH]c(-c2ccccc2)cn1/N=C/c1cccs1	-3.4	-4.2	-1.0	-3.4	0.1
23	C=CCN1C2CCCC1CC(NC(=S)Nc1ccc(Cl)cc1)C2 (stereo not given)	4.0	0.6	-1.8	1.4	0.7
24	COc1ccc(NC(=S)NC(=O)c2ccccc2Cl)cc1	1.8	11.2	7.3	2.6	-0.3
25	CC(=O)c1cccc(NC(=O)CSc2nc(=O)n(CCN3CCOCC3)c3c2CCCC3)c1	-1.0	21.8	-1.9	0.3	0.0
26	COc1cc(NS(=O)(=O)c2c(C)[nH]c(C)c2C(=O)N2CCCC2)cc(OC)c1OC	1.7	-24.9	-7.0	-4.4	-1.2
27	Cc1c(NC(=O)/C(C#N)=C/c2ccccc2)c(=O)n(-c2ccccc2)n1C	1.1	0.5	2.2	-0.1	-1.0
28	O=C(NC1CCN(C(=S)Nc2ccccc2Cl)CC1)C1CCCCC1	-9.0	3.2	-1.8	1.8	-0.8
29	Cc1ccc(CS(=O)(=O)Cc2ccc(C(=O)NCc3ccccn3)o2)cc1	-3.4	5.9	-6.4	-3.6	0.2
30	COc1ccc(C(=O)CC(SCC(NC(C)=O)C(=O)O)c2ccc(Cl)cc2)cc1OC (stereo not given)	-8.8	6.5	-4.1	-3.0	-0.9

item	MsrA inhibitor	NRP1-CendR mod	MsrA act	PABP1 MLLE inh
16	1.8	8.7	-7.4	-9.1
17	0.3	16.5	-1.1	-19.1
18	2.1	-1.1	-1.3	-45.0
19	-0.3	16.9	3.2	-1.3
20	-0.1	3.0	-10.6	10.1
21	0.3	2.1	0.3	-8.1
22	0.6	3.0	0.1	11.1
23	1.5	9.7	-3.0	10.0
24	2.3	9.1	-2.3	24.3
25	2.0	-3.9	0.5	-1.7
26	-0.3	14.9	-9.5	-5.0
27	0.6	-0.3	-9.6	6.7
28	-1.4	-9.0	0.2	-22.6
29	0.9	2.1	-1.7	13.0
30	-0.3	4.3	1.0	1.1

A few values from above:
PABP1 MLLE inh result of no. 21 stands at -8.1
MT1-MMP act inh result of no. 27 stands at -0.1
eLon inh result of no. 10 stands at -3.5
SKN-1 inh result of no. 22 stands at -4.2
Tb MetRS inh result of no. 3 stands at -1.0
SKN-1 inh result of no. 7 stands at 6.4

Two entries from above, set out differently.
#	molecule	eLon inh	SKN-1 inh	FAS-TE inh	MT1-MMP act inh	Tb MetRS inh	MsrA inhibitor	NRP1-CendR mod	MsrA act	PABP1 MLLE inh
23	C=CCN1C2CCCC1CC(NC(=S)Nc1ccc(Cl)cc1)C2 (stereo not given)	4.0	0.6	-1.8	1.4	0.7	1.5	9.7	-3.0	10.0
24	COc1ccc(NC(=S)NC(=O)c2ccccc2Cl)cc1	1.8	11.2	7.3	2.6	-0.3	2.3	9.1	-2.3	24.3

Additional compounds:
item	SMILES	eLon inh	SKN-1 inh	FAS-TE inh	MT1-MMP act inh	Tb MetRS inh
31	Cc1cccc(SCC(=O)Nc2ccc3c(c2)OCCO3)c1	4.3	-13.6	4.1	3.9	-0.2
32	COc1ccc(NC(=O)COC(=O)/C=C/c2ccccc2[N+](=O)[O-])cc1	6.1	8.7	-2.2	3.0	-0.9
33	COc1ccc(/C=N\Nc2ccccc2[N+](=O)[O-])c(C(=O)O)c1OC	3.0	16.7	1.6	11.9	-0.1
34	COC(=O)c1ccc(CNC(=O)COC(=O)Cc2ccsc2)cc1	-5.0	0.5	-0.7	2.7	-2.1
35	COC(=O)c1cc2ccsc2n1CC(=O)Nc1ccc(N(C)C)cc1	9.4	-4.0	-5.5	-2.0	-0.5
36	COc1ccc(C(=O)NCc2cccs2)cc1S(=O)(=O)N1CCOCC1	-2.2	3.9	-5.4	-0.6	0.2
37	Cc1ccc(C(=O)NC(=S)Nc2ccc3c(c2)OCCO3)c(C)c1	-11.0	-0.8	6.3	1.6	-0.4
38	CC[C@]12c3[nH]c4ccc(Cl)cc4c3CCN1C(=O)[C@@H](CC(=O)NCC13CC4CC(CC(C4)C1)C3)C[C@@H]2C(=O)N1CCN(C(=O)C2CC2)CC1	1.2	3.1	18.2	-9.3	0.0
39	Cc1cc2c(c(=O)n1CCN(C)C)C(c1ccc(Br)cc1)C(C#N)=C(N)O2 (stereo not given)	-5.7	6.9	-6.7	9.2	-0.3
40	C=CCSc1nnc(-c2ccccc2NC(=O)CC)c(=O)[nH]1	-3.0	-12.0	-4.7	-1.4	-0.3
41	c1ccc(-c2cc(-c3nnco3)c3ccccc3n2)nc1	-2.4	5.5	2.1	-1.3	-0.7
42	Cc1nn(CCCC(=O)NCCc2ccccc2)c(=O)c2nccn12	-1.6	8.9	-7.5	-0.7	0.5
43	COC(=O)CSc1nc2c(c(=O)n(C)c(=O)n2C)n1CCC(C)C	-5.6	-20.1	-8.0	1.3	-1.4
44	CC1(C(=O)NCc2cccc(C(F)(F)F)c2)CCN1Cc1cc2ccccc2o1 (stereo not given)	2.1	7.1	27.2	-3.0	-0.2
45	Cc1cccc(OCC(=O)Nc2cccc(C(=O)NCC(C)C)c2)c1	4.9	10.0	-5.3	4.4	-0.2
46	COc1ccc(Cl)cc1/C=C/c1ccc2cccc(O)c2n1	5.4	7.2	17.4	9.4	-1.1
47	COc1ccc(S(=O)(=O)NCc2ccccn2)c(C)c1C	5.0	9.8	-4.1	-2.3	-0.2
48	Cc1cc(C)n(-c2ccc(C(=O)OC(C)C(=O)Nc3ccc(C(N)=O)cc3)cc2)n1 (stereo not given)	-5.3	7.7	-2.7	3.2	-0.5

item	MsrA inhibitor	NRP1-CendR mod	MsrA act	PABP1 MLLE inh
31	0.8	11.7	-3.2	2.4
32	0.6	-12.4	-5.4	13.0
33	3.0	-2.8	-4.5	-1.1
34	-0.2	-8.6	-5.8	8.4
35	0.0	2.4	-2.7	-5.3
36	-0.3	3.4	-2.6	2.2
37	1.3	-1.4	0.6	28.3
38	0.3	-5.9	0.4	-10.7
39	0.2	10.1	0.6	1.3
40	0.4	6.1	1.1	-0.7
41	0.1	-5.6	-3.7	-10.4
42	0.1	4.9	0.5	-8.1
43	-0.6	8.5	-8.9	16.5
44	-0.4	0.3	-0.2	7.3
45	-0.1	-0.9	-0.4	-0.7
46	1.5	12.3	-0.7	-2.4
47	0.4	9.2	-2.0	-0.6
48	1.1	-18.3	-1.3	-8.4

Records listed so far shown as hits in NRP1-CendR mod.
no.	SMILES	eLon inh	SKN-1 inh	MT1-MMP act inh	Tb MetRS inh	MsrA inhibitor	NRP1-CendR mod	MsrA act	PABP1 MLLE inh
12	COc1ccc(NCc2nnc(SCC(=O)NCc3ccccc3)n2-c2ccccc2OC)cc1	-7.1	4.0	12.5	-0.3	-0.5	29.1*	4.4	-12.0

From PubChem
